procasp3 activ = activators of human procaspase-3 D3A mutant, primary screen, biochemical, absorbance, PC-3 D3A mutant, single concentration | Caspase-3 (Homo sapiens), P42574 | recombinant procaspase-3 D3A, Ac-DEVD-pNA absorbance 405 nm | activation, % at 8.5 µM | 0.11% of 330,000 active | AID 463141, 2010;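 active means activation above the mean of all tested compounds plus 3 SD, cut at about 21% in these data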;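 further: 0% = DMSO alone and 100% = DMSO wells spiked with extra 5 µM PC-3 D3A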
Target sequence (P42574 whole entry D9A/D28A/D175A): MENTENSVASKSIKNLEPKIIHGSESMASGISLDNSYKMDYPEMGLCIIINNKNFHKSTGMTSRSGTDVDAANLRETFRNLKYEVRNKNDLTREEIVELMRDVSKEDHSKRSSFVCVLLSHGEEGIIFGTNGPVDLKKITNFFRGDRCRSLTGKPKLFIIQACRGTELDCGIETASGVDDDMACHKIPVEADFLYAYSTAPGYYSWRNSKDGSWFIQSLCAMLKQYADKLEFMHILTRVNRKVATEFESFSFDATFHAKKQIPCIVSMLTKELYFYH
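material = Procaspase-3 D3A mutant | probe or stimulus = Ac-DEVD-pNA | compound = single dose, 8.5 µM nominal compound, 0.8% DMSO | timing = 1 h preincubation, 2 h reaction | measured by = 405 nm absorbance of p-nitroaniline, reads at 0 and 120 min | benchmarks = DMSO-only low control, 5 µM PC-3 D3A high control | repeats = singlicate, each compound tested once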
RPL19A TOR yeast = RPL19A-GFP expression modulators in yeast, primary screen, cell-based, S. cerevisiae, multiplex flow cytometry, MLPCN; percent response vs DMSO, % at 10 µM; 0.3% of 330,000 active; S. cerevisiae RPL19A-GFP strain, 3 h; stronger effect = lower value;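 active means percent response vs DMSO below 50%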;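 further: median channel GFP fluorescence of the barcoded RPL19A-GFP strain; ratio of sample median GFP to plate DMSO average so 100% = DMSO; lower means less RPL19A-GFP as with rapamycin TOR inhibition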
MEP2 TOR yeast = modulators of MEP2-GFP levels in yeast, primary screen, S. cerevisiae, multiplex flow cytometry, MLPCN library. S. cerevisiae MEP2-GFP strain, 3 h; 100% = DMSO control level. GFP response vs DMSO, % at 10 µM. 0.51% of 330,000 active. AID 2016, 2009;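 active means GFP response versus DMSO above a set limit, roughly screen mean plus 3 SD, cut at about 180% in these data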;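 further: median GFP fluorescence of the barcode-gated MEP2-GFP cells per well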
JMJD2C inh = inhibitors of GASC-1 histone demethylase, primary screen, biochemical, fluorescence, DELFIA europium | Lysine-specific demethylase 4C (Homo sapiens), Q9H3R0 | GST-JMJD2C(1-420) H3K9me3 demethylation | inhibition, % at 2.35 µM | 0.069% of 330,000 active;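 active means more than half of a compound's replicate wells show inhibition beyond 50%, single wells judged on their own value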;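 further: signal counts dimethyl H3K9 product captured on neutravidin plate; 0% = median of DMSO wells and 100% = 0.3 times that DMSO median; strong numbers were not always called active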
Target sequence (Q9H3R0 1-420 limits assumed): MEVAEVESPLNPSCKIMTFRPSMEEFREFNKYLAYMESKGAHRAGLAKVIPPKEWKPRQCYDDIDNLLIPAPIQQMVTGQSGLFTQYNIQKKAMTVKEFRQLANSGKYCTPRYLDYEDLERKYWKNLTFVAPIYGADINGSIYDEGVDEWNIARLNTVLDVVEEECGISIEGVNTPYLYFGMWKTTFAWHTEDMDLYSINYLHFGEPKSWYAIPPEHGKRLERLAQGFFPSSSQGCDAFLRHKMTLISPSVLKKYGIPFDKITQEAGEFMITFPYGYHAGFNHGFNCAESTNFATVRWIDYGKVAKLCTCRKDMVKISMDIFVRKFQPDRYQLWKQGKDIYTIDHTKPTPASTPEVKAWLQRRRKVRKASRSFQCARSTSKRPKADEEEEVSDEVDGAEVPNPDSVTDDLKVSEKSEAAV
procasp7 counter = procaspase-7 activators, primary screen, counter-screen for procaspase-3 activator project, biochemical, absorbance, HTS, human. activation, % at 8.5 µM. AID 463210, 2010. recombinant procaspase-7, Ac-DEVD-pNA absorbance 405 nm; D23A/D198A/D206A triple mutant, cannot self-cleave; scale: DMSO 0, 5 µM enzyme 100. Caspase-7 (Homo sapiens), P55210. 0.093% of 330,000 active;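 active means percent activation above the screen-wide mean plus 3 SD, cut at about 25% in these data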
Target sequence (P55210 whole entry D23A/D198A/D206A): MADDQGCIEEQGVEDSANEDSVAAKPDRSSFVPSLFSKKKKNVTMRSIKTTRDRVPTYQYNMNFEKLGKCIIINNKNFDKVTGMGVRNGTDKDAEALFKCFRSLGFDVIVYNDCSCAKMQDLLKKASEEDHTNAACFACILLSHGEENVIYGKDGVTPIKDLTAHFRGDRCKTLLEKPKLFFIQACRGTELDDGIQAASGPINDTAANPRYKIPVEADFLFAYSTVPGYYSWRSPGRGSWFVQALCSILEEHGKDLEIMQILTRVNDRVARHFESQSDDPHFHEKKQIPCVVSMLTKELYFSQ
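System: Uncleavable procaspase-7 mutant enzyme; Amount: 2 µM procaspase-7 mutant as dispensed; Schedule: 1 h compound preincubation, 2 h substrate cleavage, 25 °C; Measured by: 405 nm absorbance of p-nitroaniline; Evaluation: percent activation from buffer-corrected 0–120 min absorbance change; Control set: low DMSO alone, high DMSO plus 5 µM PC-7.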
AHR act = AHR activators, primary screen, cell-based, luminescence, luciferase reporter, human; AID 2796, 2010; AHR-responsive luciferase reporter cells; activation, % at 5 µM; 2.5% of 320,000 active; Aryl hydrocarbon receptor (Homo sapiens), P35869; in the data active means activation above about 47%;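 further: 0% = vehicle wells and 100% = reference agonist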
CR mimetic SO = reduction of superoxide in aged yeast, primary screen, HTS | S. cerevisiae aged cells, superoxide DHE fluorescence; stronger effect = lower value | superoxide response (% of plate mean), % at 10 µM | 0.18% of 330,000 active;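 active means superoxide response under a set limit, about three screen SD below normal, cut at about 65% in these data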;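 further: yeast aged for seven days with compound at 30 °C before DHE staining; 100% = average MFI of all compound-treated wells on the plate with controls excluded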
LAP4 TOR yeast = modulators of LAP4-GFP expression in yeast, primary screen, S. cerevisiae, multiplex flow cytometry, MLPCN library; 3 h; median GFP as percent of DMSO wells; GFP response vs DMSO, % at 10 µM; 0.34% of 320,000 active; AID 2023, 2009;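 active means GFP response vs DMSO above a set limit, about the screen mean plus 3 SD, cut at about 150% in these data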
* marks the source's active call; other numbers are inactive results; · = no result given; & = joins results of further samples; [ ] = remark or other dose.

SMILES	procasp3 activ	RPL19A TOR yeast	MEP2 TOR yeast	JMJD2C inh	procasp7 counter	AHR act	CR mimetic SO	LAP4 TOR yeast
Cc1ccc(NC(=S)N2CCN(c3nccc(C(F)(F)F)n3)CC2)c(C)c1	-4	89	94	4	-1	2	93	97
COc1ccccc1-n1c(N)c(C(N)=O)sc1=S	-14	101	104	7	-8	11	78	100
O=C(Nc1ccnn1C1CCN(C/C=C/c2ccccc2)CC1)c1ccccc1Cl	6	96	98	-2	8	1	102	99
CC(=O)Nc1c([N+](=O)[O-])cc(C)c(Cl)c1[N+](=O)[O-]	1	103	100	-3	-3	5	110	93
Cc1ccc(N=C2NC(=O)C(CC(=O)NCc3ccccc3)S2)cc1C (stereo not given)	0	105	105	-9	-23	26	104	97
CCOC(=O)CSc1nnc(Cn2nnc(-c3ccccc3)n2)n1C	1	98	104	12	13	2	102	102
COc1cccc(C2c3[nH]c4ccccc4c3C[C@H]3C(=O)N(c4ccccc4C(=O)N4CCC[C@H]4C(=O)O)C(=O)N23)c1 (stereo not given in full)	-1	96	102	9	3	10	123	105
O=C(Cc1ccc(Cl)c(Cl)c1)Nc1ccccc1N1CCOCC1	8	101	103	5	11	5	102	105
Cn1c(-c2ccccc2)cnc1SCC(N)=O	4	92	90	-10	3	0	102	88
Cc1ccccc1OCC(O)CN(CCO)Cc1ccccc1 (stereo not given)	10	93	90	-29	16	2	106	98
O=C(O)CCn1c(=O)n(CCC(=O)O)c(=O)n(CCC(=O)O)c1=O	7	94	100	18	7	-1	99	99
CCOC(=O)C(C)Oc1cccc2c(=O)n(CC(=O)NCc3ccco3)ccc12 (stereo not given)	6	95	94	-6	-3	-1	90	99
O=C(COc1cccc(Cl)c1)Nc1ccc(N2CCOCC2)cc1	3	98	101	-3	-3	-4	94	94
CCOc1cc2c(Cl)ncnc2c(OCC)c1OCC	-3	102	102	-2	8	6	70	96
Cc1cc(C)cc(Nc2ncc3c(n2)CCCC3=O)c1	1	95	111	-6	10	-4	123	112

Entries of single compounds, looked up by structure:
COc1cccc(C2c3[nH]c4ccccc4c3C[C@H]3C(=O)N(c4ccccc4C(=O)N4CCC[C@H]4C(=O)O)C(=O)N23)c1 (stereo not given in full) as listed: procasp3 activ: -1; RPL19A TOR yeast: 96; MEP2 TOR yeast: 102; JMJD2C inh: 9; procasp7 counter: 3; AHR act: 10; CR mimetic SO: 123; LAP4 TOR yeast: 105
Cc1ccccc1OCC(O)CN(CCO)Cc1ccccc1 (stereo not given) as listed: procasp3 activ: 10; RPL19A TOR yeast: 93; MEP2 TOR yeast: 90; JMJD2C inh: -29; procasp7 counter: 16; AHR act: 2; CR mimetic SO: 106; LAP4 TOR yeast: 98
O=C(COc1cccc(Cl)c1)Nc1ccc(N2CCOCC2)cc1 as listed: procasp3 activ: 3; RPL19A TOR yeast: 98; MEP2 TOR yeast: 101; JMJD2C inh: -3; procasp7 counter: -3; AHR act: -4; CR mimetic SO: 94; LAP4 TOR yeast: 94

Next compounds follow.
SMILES	procasp3 activ	RPL19A TOR yeast	MEP2 TOR yeast	JMJD2C inh	procasp7 counter	AHR act	CR mimetic SO	LAP4 TOR yeast
COCCn1c(SCC(=O)Nc2ccc(C(C)=O)cc2)nc2c([nH]c3ccccc32)c1=O	1	109	107	3	7	41	97	96
COc1ccc(/C=N/NC(=O)CCSc2nc3ccccc3s2)cc1	0	100	106	1	4	-1	87	95
Cn1c(COc2ccc(Cl)cc2)nnc1SCC(=O)NC1CCCC1	3	104	109	6	0	-1	110	90
Fc1ccc(N2CCN(c3ncnc4nc[nH]c34)CC2)cc1	6	92	100	-8	-7	-9	101	102
Nc1nc(-c2ccco2)cs1	-4	95	100	-41	-7	1	94	99
O=C(c1ccc(Cl)c(S(=O)(=O)N2CCCCCC2)c1)N1CCN(c2ccccn2)CC1	4	94	90	4	12	25	91	93
COc1cc2c(cc1OC)CN(C(=O)CN1C(=O)NC3(CCC(C)CC3)C1=O)CC2 (stereo not given)	7	102	103	0	10	31	118	108
C[C@@H]1CN([C@@H](C)CO)C(=O)c2cc(N(C)C)ccc2O[C@@H]1CN(C)S(C)(=O)=O	-1	91	91	·	5	-2	114	101
CCc1ccc(OCCOCC(O)CNC(C)(C)C)cc1 (stereo not given)	5	93	114	-3	6	-2	102	127
CC1=C(SCCC#N)S/C(=C2\SC(C)=C(SCCC#N)S2)S1	-20	100	106	22	-27	7	108	119
CCOC(=O)C(C)Sc1nc2c(c(=O)[nH]c(=O)n2C)n1Cc1ccc(Cl)cc1 (stereo not given)	-16	101	99	-2	-11	0	101	92
O=C(O)c1cc(Cl)c(Cl)cc1C(=O)NCc1ccco1	-2	100	107	-3	-5	-2	102	96
CN(CC(=O)Nc1ccccc1Cl)C(=O)C1CCN(C(=O)c2ccc(F)cc2)CC1	-2	97	102	11	-12	3	112	98
COC(=O)c1sccc1NC(=O)c1cc(OC)cc(OC)c1	10	104	105	8	-1	9	90	103
CC(=O)Nc1ccc(S(=O)(=O)Nc2nc3ccccc3s2)cc1	-3	97	101	-5	1	11	103	101
CCN(C[C@H]1N[C@@](CC)(C(=O)OC)[C@H]2C(=O)N(Cc3ccccc3)C(=O)[C@@H]12)S(=O)(=O)c1ccc(C(F)(F)F)cc1	0	87	92	-2	9	0	110	85
C/C(=N\NC(=O)C12CCC(C)(C(=O)O1)C2(C)C)c1ccccc1O (stereo not given)	-2	109	111	0	-2	5	100	103
CC(=O)/C=C/c1ccccc1O	7	118	114	4	0	-2	138	97
COc1ccc2c(c1)CCc1c(C(=O)Nc3ccn(Cc4ccc(C)cc4)n3)noc1-2	4	100	98	4	1	-4	107	97
Cc1c(NC(=O)c2cccc(NC(=O)Cc3ccc(Cl)cc3)c2)c(=O)n(-c2ccccc2)n1C	14	97	97	2	12	0	82	95
COc1ccc(-c2[nH]ncc2CN2CCC(N3CCSCC3)CC2)cc1F	-1	90	96	-6	-6	0	102	96
O=C(NCCN1CCc2ccccc2C1)Nc1ccc([N+](=O)[O-])cc1	10	97	95	2	4	7	99	97
COc1ccc(/C=N/NC(=O)c2ccc(COc3cccc4cccnc34)cc2)cc1O	2	99	98	3	-11	15	104	105
CC(C)COc1ccc(C(=O)Nc2ccc([N+](=O)[O-])cc2)cc1	4	105	107	-6	13	3	124	104
O=C(NCc1ccc(Cl)cc1)c1ccccc1Oc1ccccc1	-12	95	98	8	1	11	97	108
Cn1c(=O)c2c(nc(N3CCc4ccccc4C3)n2Cc2ccc(Br)cc2)n(C)c1=O	8	100	96	-13&7	2	0	96	101
Cc1nn(C)cc1CN(C)C(=O)c1sc2cccc(Cl)c2c1Cl	3	96	97	23	2	-4	105	100
COc1ccc(-c2ccc(/C=N/NC(=O)Cc3nnc(N)s3)o2)cc1Cl	-5	99	100	12	1	3	105	119
Cc1ccc(NC(=O)CN(C)S(=O)(=O)c2cccs2)cc1C	1	103	103	-3	10	9	96	106
O=C(NCCN1CCOCC1)c1ccc2c(c1)N(Cc1ccc(F)cc1)C(=O)CS2	0	110	103	14	-1	2	98	94
COc1ccccc1C(=O)COC(=O)c1ccccc1O	-6	99	97	8	8	3	108	112
C/[N+]([O-])=C\c1coc2ccccc2c1=O	-3	99	100	1	-1	0	96	105
O=C(CN1CCCCC1)Nc1ccccc1NC(=O)CN1CCCCC1	4	96	96	2	9	1	128	94
N#Cc1nc(COc2ccccc2F)oc1NCCCn1ccnc1	-11	102	112	33	11	71*	87	101
COc1ccccc1N1CCN(C(=O)C(Sc2ccccc2)c2ccccc2)CC1 (stereo not given)	-6	40*[may fluoresce violet]	261*[may fluoresce violet]	-4	2	3	96	93[may fluoresce violet]
COc1ccccc1N1CCN(C(=O)COc2ccc(Cl)cc2Br)CC1	5	101	103	-2	3	1	103	104
C=CCn1c(NCCO)nc2sc3c(c2c1=O)CCC3	-3	100	94	1	-2	37	104	101
CCc1ccc(NS(=O)(=O)c2ccc3oc(=O)ccc3c2)cc1	-2	95	102	5	5	2	92	100
O=C(CSCc1cccc(Br)c1)NC1CC1	6	99	101	-28	4	42	90	92
COc1ccc(Cc2c(O)nc(SCC(C)C)[nH]c2=O)cc1	2	100	103	8	-2	-2	103	102
CC(NC(=O)c1nn(C)c(=O)c2ccccc12)c1ccccc1 (stereo not given)	17	100	104	0	-5	2	96	87
CN(c1ccc(OCC(=O)NC2CCC(O)CC2)cc1)S(=O)(=O)c1ccc(Cl)cc1 (stereo not given)	9	96	108	-2	5	3	110	103
O=C(Nc1ccccc1Cl)N1CCSc2ccccc21	1	102	102	-2	2	1	81	100
O=C(Nc1ccc(Cl)cc1)OCc1cc(-c2ccccc2)on1	0	92	91	-1	5	-2	103	93
COCc1[nH]nc2c1C1(C(=O)Nc3ccc(F)cc31)C(C#N)=C(N)O2 (stereo not given)	-1	101	120	0	2	1	114	104
CCN(C(=O)C(C)OC(=O)CCCNC(=O)c1ccc(Cl)cc1)c1ccccc1 (stereo not given)	10	93	93	1	14	1	104	100
Nc1nccnc1C(=O)OCC(=O)N1CCN(S(=O)(=O)c2ccc(Cl)cc2)CC1	3	100	100	11	4	0	97	97
CC1(C)CC(=O)C(CC(=O)N2CCC(Cc3ccccc3)CC2)C(=O)C1	2	99	94	-6	1	-1	105	102
O=C(Nc1cc(C(F)(F)F)ccc1N1CCOCC1)C1CCCO1 (stereo not given)	-4	93	92	-2	1	-1	99	98
O=S(=O)(c1ccccc1Cl)N1CCCC(c2nc(-c3cccnc3)no2)C1 (stereo not given)	-1	97	95	4	4	-2	120	107
COc1ccccc1Nc1nc(N)nc(CCl)n1	2	97	106	-4	4	7	80	107
C=CCN1C(=O)CSc2ccc(C(=O)NCc3ccco3)cc21	2	111	116	11	-1	4	80	109
Cc1cc(C)c(S(=O)(=O)NCc2cn3ccccc3n2)c(C)c1	3	102	103	3	-9	1	85	112
C/C(O)=c1/ccc2cccc3nc(C)nc1c23	-3	92	112	5	-5	2	105	108
CCOc1ccc(S(=O)(=O)N2CCN(C)CC2)cc1NC(=O)c1ccccc1F	0	95	95	-12	1	5	86	95
CC1CCCN(c2cc(N(C)CCO)c([N+](=O)[O-])c3nonc23)C1 (stereo not given)	0	100	98	10	1	8	109	102
CN(C)S(=O)(=O)Nc1ccccc1F	-1	91	93	-3	6	0	96	95
C=CC[C@H]1CC(Cc2ccccc2)=C[C@H](CC=C)N1	1	108	80	2	-4	-1	99	68
COCCN(C(=O)COC(=O)C1(c2ccccc2)CC1)c1c(N)n(CC(C)C)c(=O)[nH]c1=O	-9	98	104	4	3	-1	96	100
O=C(NC(=S)NCCN1CCOCC1)c1ccc(Cl)cc1	4	103	101	2	4	33	97	90
COc1ccccc1NC(=S)NC(=O)CC(C)C	-5	93	106	-1	-9	36	108	114
COc1cccc(/C=C/C(=O)OCC(=O)N2c3ccccc3NC(=O)C2(C)C)c1	0	103	102	-14	3	2	95	109
CCCCn1c(N)c(N(CCC(C)C)C(=O)c2ccc(COc3ccccc3)o2)c(=O)[nH]c1=O	-2	102	104	-8	6	2	95	110

Screens: PubChem, several laboratories
